# Mtb BioA inh = M. tuberculosis BioA enzyme inhibitors, primary screen, biochemical, plate reader, single point, HTS; 7,8-diaminopelargonic acid synthase BioA (Mycobacterium tuberculosis); purified M. tuberculosis BioA enzyme; inhibition, % at 9.99 µM; 360,000 compounds, 0.096% hits; AID 602481, 2012; in the data active means inhibition above about 40%
# Numbers without * were called inactive. Only part of the results is shown, so the mix of outcomes need not match the whole.
SMILES,Mtb BioA inh
CC(=O)Nc1ccc2c(c1)C(=O)N(C)[C@H]1CC[C@H](CC(=O)NCc3ccc4c(c3)OCO4)O[C@H]1CO2,-0.7
COCC(=O)N(C)C[C@H]1Oc2cc(-c3cccnc3)ccc2S(=O)(=O)N([C@@H](C)CO)C[C@@H]1C,-1.5
C[C@H](CO)N1C[C@H](C)[C@@H](CN(C)C(=O)c2cccc(F)c2)Oc2ncc(C3=CCCCC3)cc2C1=O,3.5
CCCC#Cc1cnc2c(c1)C(=O)N([C@H](C)CO)C[C@H](C)[C@H](CN(C)S(=O)(=O)c1ccccc1)O2,2.3
CCC(=O)Nc1ccc2c(c1)C(=O)N(C)C[C@H](OC)[C@@H](C)CN(C(=O)c1ccccc1F)[C@H](C)CO2,-0.7
C[C@@H]1CCCCO[C@@H](CN(C)S(C)(=O)=O)[C@H](C)CN([C@H](C)CO)C(=O)c2cc(NS(=O)(=O)c3ccccc3)ccc2O1,0.5
CCCc1cn(CC[C@H]2CC[C@@H](NS(=O)(=O)c3ccc(-c4ccccc4)cc3)[C@H](CO)O2)nn1,0.1
C[C@@H]1CN([C@H](C)CO)C(=O)c2cccc(NC(=O)c3nc4ccccc4s3)c2O[C@@H]1CN(C)Cc1ccc(C(=O)Nc2ccccc2N)cc1,2.0
CO[C@@H]1CN(C)C(=O)c2cc(NC(=O)c3ccno3)ccc2OC[C@H](C)NC[C@@H]1C,7.2
C[C@H]1CN([C@@H](C)CO)C(=O)c2cccc(NC(=O)c3cnccn3)c2O[C@@H]1CN(C)Cc1ccc(Oc2ccccc2)cc1,0.1
C[C@H](CO)N1C[C@H](C)[C@H](CN(C)S(=O)(=O)c2ccc(F)cc2)Oc2ccc(NC(=O)Nc3ccc4c(c3)OCO4)cc2C1=O,-1.3
COc1ccc(NC(=O)Nc2ccc3c(c2)CC(=O)N([C@H](C)CO)C[C@H](C)[C@H](CN(C)C(=O)Nc2c(C)noc2C)O3)cc1,-0.3
CN(C)CC(=O)N[C@@H]1C=C[C@H](CC(=O)NCc2ccccc2F)O[C@@H]1CO,-0.9
COc1cccc(S(=O)(=O)N2CCCCN3[C@@H](CO)[C@@H](c4ccc(-c5ccccc5)cc4)[C@@H]3C2)c1,-2.9
COc1ccc(NC(=O)Nc2ccc3c(c2)[C@@H]2C[C@H](CC(=O)NCCc4ccccc4)O[C@@H](CO)[C@@H]2O3)cc1,-0.8
O=C(C[C@H]1CC[C@H]2[C@@H](COC[C@@H](O)CN2S(=O)(=O)c2ccc(Cl)cc2)O1)NCCN1CCCC1,-2.4
COc1ccc(NC(=O)N(C)C[C@@H]2Oc3ccc(N(C)C)cc3C(=O)N([C@H](C)CO)C[C@H]2C)cc1,-2.3
COc1cccc(CN2[C@@H](CO)[C@@H]3c4ccccc4N(C(=O)CC(F)(F)F)C[C@@H]32)c1,-2.3
CC(C)NC(=O)Nc1ccc2c(c1)C(=O)N([C@@H](C)CO)C[C@@H](C)[C@@H](CN(C)C(=O)Nc1ccc(C(F)(F)F)cc1)OCCCC[C@@H](C)O2,-2.2
C/C=C/c1ccc2c(c1)O[C@@H](CN(C)C(=O)c1ccc3c(c1)OCO3)[C@@H](C)CN([C@H](C)CO)S2(=O)=O,14
COC(=O)[C@@H]1[C@@H](CO)[C@@H]2Cn3c(ccc(C4=CCCC4)c3=O)[C@@H]2N1C(=O)C1CCCC1,-0.9
O=C(C[C@H]1CC[C@H]2[C@@H](COC[C@@H](O)CN2Cc2cc(F)cc(F)c2)O1)Nc1nccs1,0.3
O=C(CN1CCOCC1)N1CCCCN2[C@H](CO)[C@H](c3ccc(Br)cc3)[C@H]2C1,4.5
CC(=O)N(C)C[C@H]1Oc2cc(-c3ccccc3C)ccc2S(=O)(=O)N([C@@H](C)CO)C[C@H]1C,0.6
CS(=O)(=O)Nc1ccc2c(c1)[C@H]1C[C@@H](CC(=O)NCC3CC3)O[C@@H](CO)[C@H]1O2,-3.2

# Other entries follow:
SMILES,Mtb BioA inh
CO[C@@H]1CC[C@H]2CCN(C)C(=O)[C@H](C)N(C)C(=O)c3cc(C#N)ccc3OC[C@@H]1O2,-0.8
O=C(Nc1ccccc1)N1CCCCN2[C@H](C1)[C@H](c1ccc(-c3ccncc3)cc1)[C@@H]2CO,-3.6
O=C(C[C@@H]1CC[C@H]2[C@@H](COC[C@@H](O)CN2C(=O)Cc2ccccc2)O1)NC1Cc2ccccc2C1,1.5
CO[C@@H]1CN(C)C(=O)c2ccc(NS(=O)(=O)c3cccc(F)c3)cc2OC[C@H](C)NC[C@H]1C,-0.6
CCN1[C@@H]2Cn3c(ccc(-c4ccccc4)c3=O)[C@H]1[C@@H](C(=O)NC1CCC1)[C@@H]2CO,-1.6
O=C(C[C@H]1C[C@@H]2c3cc(NC(=O)C4CCC4)ccc3O[C@@H]2[C@@H](CO)O1)NCC(F)(F)F,1.7
Cc1noc(C)c1S(=O)(=O)N(C)C[C@H]1OCCCC[C@@H](C)Oc2ccc(NC(=O)Nc3cccc4ccccc34)cc2C(=O)N([C@@H](C)CO)C[C@@H]1C,0.7
C[C@@H]1CN([C@H](C)CO)S(=O)(=O)c2ccc(C#Cc3ccc(F)cc3)cc2O[C@H]1CN(C)C,-0.3
C[C@H](CO)N1C[C@H](C)[C@H](CN(C)Cc2ccc(C(F)(F)F)cc2)Oc2c(cccc2N(C)C)C1=O,-0.3
C[C@H](CO)N1C[C@H](C)[C@H](CN(C)Cc2ccc(Oc3ccccc3)cc2)Oc2ncc(-c3cncnc3)cc2C1=O,0.2
C[C@@H]1CN([C@H](C)CO)S(=O)(=O)c2ccc(/C=C/c3ccccc3)cc2O[C@H]1CN(C)Cc1ccccc1,0.1
C[C@@H]1CN([C@H](C)CO)C(=O)c2cc(NC(=O)Nc3ccc4c(c3)OCO4)ccc2O[C@@H](C)CCCCO[C@H]1CN(C)C(=O)Cc1ccccc1,-2.5
O=C(N[C@@H]1CC[C@H](CCNS(=O)(=O)c2ccc(F)cc2)O[C@@H]1CO)C1CCC1,4.1
COCC(=O)N(C)C[C@@H]1Oc2ncc(-c3ccc(C#N)cc3)cc2C(=O)N([C@H](C)CO)C[C@@H]1C,-0.5
O=C(N[C@@H]1C=C[C@H](CC(=O)N2CCCCC2)O[C@H]1CO)c1ccc2c(c1)OCO2,0.1
C[C@@H]1CN([C@@H](C)CO)C(=O)c2cccc(NC(=O)C3CC3)c2O[C@@H]1CN(C)Cc1ccc(C(=O)O)cc1,-1.3
C[C@@H]1CN([C@@H](C)CO)C(=O)c2c(c3ccccc3n2C)-c2ccccc2CO[C@H]1CN(C)C(=O)Nc1cccc(F)c1,-0.4
CCC(=O)N(C)C[C@@H]1Oc2cc(C#C[C@H](C)O)ccc2S(=O)(=O)N([C@H](C)CO)C[C@@H]1C,3.4
C[C@H]1CN([C@@H](C)CO)C(=O)c2cccc(NC(=O)Nc3cccc4ccccc34)c2O[C@@H]1CN(C)S(=O)(=O)c1ccccc1,0.6
C[C@@H]1CCCCO[C@H](CN(C)C(=O)Nc2ccc3c(c2)OCO3)[C@@H](C)CN([C@@H](C)CO)C(=O)c2cc(NS(=O)(=O)c3ccc(F)cc3)ccc2O1,1.1
C[C@H](CO)N1C[C@H](C)[C@H](CN(C)C(=O)Nc2ccccc2)OCCCC[C@H](C)Oc2ccc(NC(=O)Nc3ccc4c(c3)OCO4)cc2C1=O,2.7
O=C(C[C@H]1CC[C@@H](NS(=O)(=O)c2ccc(F)cc2)[C@H](CO)O1)NCCc1ccncc1,2.8
Cc1noc(C)c1S(=O)(=O)Nc1ccc2c(c1)C(=O)N([C@H](C)CO)C[C@H](C)[C@H](CN(C)Cc1ccccc1)OCCCC[C@H](C)O2,1.0
CCCC#Cc1cnc2c(c1)C(=O)N([C@H](C)CO)C[C@H](C)[C@H](CN(C)C(=O)NC1CCCC1)O2,0.2
C[C@H](CO)N1C[C@H](C)[C@@H](CN(C)S(=O)(=O)c2ccc(F)cc2)OCCCC[C@H](C)Oc2ccc(NC(=O)CCC(F)(F)F)cc2C1=O,-3.2

# Structural class, those above containing an aryl methoxy group.
SMILES,Mtb BioA inh
COc1ccc(NC(=O)Nc2ccc3c(c2)CC(=O)N([C@H](C)CO)C[C@H](C)[C@H](CN(C)C(=O)Nc2c(C)noc2C)O3)cc1,-0.3
COc1cccc(S(=O)(=O)N2CCCCN3[C@@H](CO)[C@@H](c4ccc(-c5ccccc5)cc4)[C@@H]3C2)c1,-2.9
COc1ccc(NC(=O)Nc2ccc3c(c2)[C@@H]2C[C@H](CC(=O)NCCc4ccccc4)O[C@@H](CO)[C@@H]2O3)cc1,-0.8
COc1ccc(NC(=O)N(C)C[C@@H]2Oc3ccc(N(C)C)cc3C(=O)N([C@H](C)CO)C[C@H]2C)cc1,-2.3
COc1cccc(CN2[C@@H](CO)[C@@H]3c4ccccc4N(C(=O)CC(F)(F)F)C[C@@H]32)c1,-2.3

# Further results follow:
SMILES,Mtb BioA inh
CCS(=O)(=O)N1[C@H](C#N)[C@@H](c2ccc(C#CCC3CCCC3)cc2)[C@@H]1CO,-0.3
C[C@@H]1CN([C@@H](C)CO)C(=O)c2cc(NC(=O)CCCN(C)C)ccc2O[C@@H](C)CCCCO[C@H]1CN(C)S(=O)(=O)c1ccccc1,-1.1
COc1ccc(NC(=O)Nc2ccc3c(c2)[C@@H]2C[C@H](CC(=O)NC4CCCC4)O[C@H](CO)[C@@H]2O3)cc1,-1.0
C[C@@H]1CN([C@H](C)CO)C(=O)c2ccccc2-c2ccccc2CO[C@H]1CN(C)C(=O)CCN(C)C,-2.9
O=C(C[C@H]1C=C[C@H](NC(=O)CC2CC2)[C@@H](CO)O1)NCc1ccc(-c2ccccc2)cc1,-4.5
C[C@@H]1CN([C@@H](C)CO)C(=O)c2cccc(N(C)C)c2O[C@H]1CN(C)S(=O)(=O)c1cn(C)cn1,-1.4
C[C@H](CO)N1C[C@H](C)[C@@H](CN(C)S(=O)(=O)c2ccc(F)cc2)Oc2c(NS(=O)(=O)c3ccc(Cl)cc3)cccc2C1=O,-0.8
Cc1ccc(S(=O)(=O)Nc2ccc3c(c2)CC(=O)N([C@H](C)CO)C[C@H](C)[C@@H](CN(C)CC2CCCCC2)O3)cc1,5.6
COCC(=O)N1[C@H](CO)[C@H]2c3ccccc3N(C(=O)c3ccncc3)C[C@H]21,2.6
CC(=O)N(C)C[C@@H]1Oc2cc(C#Cc3ccncc3)ccc2S(=O)(=O)N([C@H](C)CO)C[C@@H]1C,-0.9
C[C@@H]1CCCCO[C@@H](CN(C)C(=O)Cc2ccccc2)[C@@H](C)CN([C@H](C)CO)C(=O)c2cc(NC(=O)NC3CCCCC3)ccc2O1,-0.4
C[C@H]1CN([C@@H](C)CO)C(=O)c2cc(C#CC3CCCCC3)cnc2O[C@@H]1CN(C)Cc1cncnc1,3.2
COc1ccccc1CNC(=O)C[C@H]1C[C@H]2c3cc(NC(=O)Cc4ccncc4)ccc3O[C@H]2[C@@H](CO)O1,-1.4
C[C@@H]1CN([C@@H](C)CO)S(=O)(=O)c2ccc(C#CC3(O)CCCC3)cc2O[C@H]1CN(C)C(=O)c1ccncc1,1.1
C[C@@H](NC(=O)C[C@@H]1CC[C@@H]2[C@H](COC[C@H](O)CN2C)O1)c1ccccc1,-1.5
Cc1noc(C)c1S(=O)(=O)N(C)C[C@@H]1Oc2c(NC(=O)c3cnccn3)cccc2C(=O)N([C@@H](C)CO)C[C@@H]1C,-1.9
COc1ccc(S(=O)(=O)Nc2ccc3c(c2)C(=O)N([C@@H](C)CO)C[C@H](C)[C@H](CN(C)S(=O)(=O)c2ccccc2)O3)cc1,2.0
COc1ccc(C#Cc2cnc3c(c2)C(=O)N([C@@H](C)CO)C[C@@H](C)[C@H](CN(C)C(=O)c2ccccc2F)O3)cc1,0.3
CO[C@@H]1CN(C)C(=O)c2ccc(NC(=O)NC(C)C)cc2OC[C@H](C)N(C(=O)NC(C)C)C[C@H]1C,-2.2
C[C@H]1CN([C@@H](C)CO)C(=O)c2cccc(NS(=O)(=O)c3cn(C)cn3)c2O[C@H]1CN(C)C(=O)Nc1ccc(C(F)(F)F)cc1,-1.0
CCC(=O)Nc1ccc2c(c1)C(=O)N(C)C[C@@H](OC)[C@@H](C)CN(CC1CC1)[C@@H](C)CO2,-0.2
O=C(C[C@@H]1CC[C@@H]2[C@H](COC[C@H](O)CN2Cc2cc(F)ccc2F)O1)N[C@@H]1CCN(Cc2ccccc2)C1,-4.8
C[C@H]1CN([C@@H](C)CO)C(=O)Cc2cc(NC(=O)CCC(F)(F)F)ccc2O[C@H]1CN(C)Cc1ccc(Oc2ccccc2)cc1,1.3
C[C@H]1CN([C@@H](C)CO)C(=O)Cc2cc(NC(=O)C3CCCCC3)ccc2O[C@H]1CN(C)Cc1ccc(Oc2ccccc2)cc1,-2.0
C[C@H]1CCCCO[C@@H](CN(C)S(=O)(=O)c2cn(C)cn2)[C@@H](C)CN([C@@H](C)CO)C(=O)c2cc(NS(=O)(=O)c3cn(C)cn3)ccc2O1,-1.1
Cc1ccccc1-c1cnc2c(c1)C(=O)N([C@H](C)CO)C[C@@H](C)[C@@H](CN(C)C(=O)c1cccnc1)O2,0.3
O=C(NC1Cc2ccccc2C1)[C@H]1[C@H](CO)[C@H]2Cn3c(cccc3=O)[C@@H]1N2Cc1ccccc1F,1.1
C[C@@H]1CN([C@@H](C)CO)C(=O)c2cc(NC(=O)c3ccncc3)ccc2O[C@@H](C)CCCCO[C@H]1CN(C)S(C)(=O)=O,-0.6

# Some of the entries above, set out differently.
> CO[C@@H]1CN(C)C(=O)c2ccc(NC(=O)NC(C)C)cc2OC[C@H](C)N(C(=O)NC(C)C)C[C@H]1C
  Mtb BioA inh: -2.2
> O=C(NC1Cc2ccccc2C1)[C@H]1[C@H](CO)[C@H]2Cn3c(cccc3=O)[C@@H]1N2Cc1ccccc1F
  Mtb BioA inh: 1.1
> CC(=O)N(C)C[C@@H]1Oc2cc(C#Cc3ccncc3)ccc2S(=O)(=O)N([C@H](C)CO)C[C@@H]1C
  Mtb BioA inh: -0.9
> C[C@H]1CN([C@@H](C)CO)C(=O)Cc2cc(NC(=O)CCC(F)(F)F)ccc2O[C@H]1CN(C)Cc1ccc(Oc2ccccc2)cc1
  Mtb BioA inh: 1.3

# Source: PubChem (Broad Institute)
